GALK inhibitor = galactokinase (human) inhibition; Purified GALK, Kinase-Glo residual ATP luminescence; Potency, µM (series often up to 57.5 µM), without a hit: at the highest dose activity change, negative = inhibition, actives largely listed as inhibitors; 0.007% of 270,000 active; note: potency is the fitted concentration of half-maximal effect; % is set by controls: 0 for no effect and ±100 for the full control effect
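GALK at 5 nM final was combined with compound, 35 uM ATP and 100 uM galactose in HEPES pH8.0 with MgCl2 and DTT. The reaction ran one hour at room temperature before luminescent ATP detection.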
Coupling enz = inhibits coupling enzyme system, counter-screen for aldolase hits | coupling enzyme system counterscreen, AmpLite Red fluorescence | activity change, negative = inhibition, % at 58.2 µM, hits read low | 0.67% of 290,000 active | AID 2472; in the data active = activity change below about -30%; note: % is set by controls: 0 for no effect and ±100 for the full control effect
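First, compound is pin-transferred into glyceraldehyde-3-phosphate coupling-enzyme reagent at 57.5 uM final and held 10 min at RT. Next, substrate, coupling system and AmpLite Red are added. After 20 min RT, fluorescence (525/598 nm) is read.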
Tb PFK inh = inhibitors of T. brucei phosphofructokinase. T. brucei PFK, ADP-Glo luminescence. Potency, µM (titrated, usually from 57.5 µM), without a hit: top-dose activity, negative = inhibition, actives largely listed as inhibitors. 0.17% of 330,000 active. AID 485367;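 note: potency is the fitted concentration of half-maximal effect; 0% = uninhibited 1x PFK enzyme wells and -100% = no-enzyme wells; nearly all actives have a fitted effect of over 60% in size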
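1.25 nM PFK with 0.5 mM F6P and 0.1 mM ATP in 0.1 M TEA pH 8.0, 5 mM MgCl2, incubated 45 min at room temperature; ADP measured by ADP-Glo luminescence; compounds titrated up to 57 uM.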
MLL CXXC-DNA inh = inhibitors of human MLL CXXC domain-DNA interaction; 0.037% of 290,000 active; MLL-CXXC / FITC-HOXA9 DNA fluorescence polarization; Potency, µM (top dose mostly 115 µM), for the others: at the top dose activity change, negative = inhibition, hits mostly inhibitors; Q03164; active = well fitted inhibition curve with a large enough effect in the polarisation, with a control signal flat, not every such curve was filed as active; inconclusive = small, poorly fitted or top-dose-only effect, or effect the other way, or a change in a side signal; inactive = no such curve, though single readings can be large or run the other way; the % refers to the polarisation; note: potency is the fitted concentration of half-maximal effect
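Purified MLL-CXXC (added from a 7 uM solution) was preincubated 5 min at ambient with pinned compounds in 50 mM Tris-HCl pH 7.5, 50 mM NaCl, 1 mM DTT, 0.05% BSA. Fluorescein-labeled HOX-A9 DNA (50 nM solution) followed, 30 min, then polarization read.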
Giardia kill = Giardia lamblia killing; Giardia lamblia trophozoite viability; activity change, % at 7.66 µM, hits read low; 0.15% of 340,000 active; in the data active = activity change below about -80%; inconclusive = between about -30% and that limit;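 note: parasites exposed to compound for two days anaerobically before the ATP read; % is set by controls: 0 for no effect and ±100 for the full control effect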
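Luminescence from cellular ATP indicates surviving trophozoites (100 cells/well) following 48 hrs anaerobic compound treatment at 37 deg C; signal develops 15-30 min at room temperature.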
TCR act = activators of T cell receptors | AID 504894 | primary human leukocytes, anti-CD3, IL-2 HTRF, 48 h | Potency, µM (top dose mostly 9.22 µM), inactives show at the highest dose activation of IL-2 secretion, actives largely listed as activators | 330,000 tested, under 10 active; note: % of control where 0% means no effect
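IL-2 release read by HTRF sandwich (Eu cryptate donor, d2 acceptor, 665 nm emission) after 48 hr exposure of primary human leukocytes to compound together with anti-CD3 beads in the absence of co-stimulatory signals.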
hERG WT inh = inhibitors of human wildtype KCNH2 potassium channel | activity change, % at 1.84 µM | 0.37% of 340,000 active | AID 720551 | U2OS, BacMam KCNH2, thallium flux FluxOr; stronger effect = lower value;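 active = maximum activity change below -70%; inconclusive = maximum activity change between -70% and -50%; inactive = maximum activity change above -50%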; note: % is set by controls: 0 for no effect and ±100 for the full control effect
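U2OS cells transduced with wild-type KCNH2 virus are loaded with FluxOr dye for 45 min, and thallium flux is measured in kinetic reads before and after stimulation buffer. Rate constants are normalized to DMSO controls.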
BCR signal inh = blocks chronic active B-cell receptor signaling; AID 493014; 0.05% of 340,000 active; Potency, µM (doses to about 46.1 µM), without a hit: at the highest dose ratio change, negative = lower green/red ratio, hits mostly inhibitors; ABC-DLBCL IkBa-CBG/CBR reporter, luminescence ratio, 4 h; active = well fitted inhibition curve with a large enough effect in the signal ratio, with a control signal flat, not every such curve was filed as active; inconclusive = small, poorly fitted or top-dose-only effect, or effect the other way, or a change in a side signal; the % refers to the signal ratio;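 note: potency is the fitted concentration of half-maximal effect; plate controls were basal doxycycline-induced cells for no effect and cells given 10 µM MG132 for full effect; MG132 reads +100%, hits lower the ratio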
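Concentration-response series (up to 46 uM) were applied to TMD8 dual-reporter cells for 4 h at 37C with doxycycline. Green/red ratio, after filter-overlap correction, defined %Activity; red signal alone was normalised to basal cells and zero luminescence.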
TSHR antagonist = human thyrotropin receptor antagonism. P16473. TSHR-expressing cells, TSH-stimulated cAMP HTRF, 2 h; stronger effect = lower value. activity change, negative = inhibition, % at 11.5 µM. 0.2% of 330,000 active;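 active = activity change below a set negative limit, meaning inhibition stronger than a set level, cut at about -70% in these data; inconclusive = activity change between two set negative limits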; note: % is set by controls: 0 for no effect and ±100 for the full control effect
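Cell-based HTRF cAMP assay; TSHR cells + compound, TSH EC80 (4nM final), 2 h, 37 deg C. Lysis with anti-cAMP cryptate and cAMP-d2, 30 min RT, read 665/620 nm.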
A-T KAP1 phos = candidate therapy for ataxia-telangiectasia | Potency, µM (highest dose often 57.5 µM), for the others: top-dose activation, most hits filed as activators | […] A-T fibroblasts, KAP-1 phosphorylation AlphaLISA; neocarzinostatin DNA damage 30 min before lysis | 0.19% of 320,000 active | AID 485349; note: potency is the fitted concentration of half-maximal effect; % of control where 0% means no effect; nearly all actives have a fitted effect of over 45% in size
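ATM-like activity read as KAP-1 phosphorylation via AlphaLISA donor/acceptor antibody pairs after lysis and 6 hr at 25C. Cells were ATM-null patient fibroblasts ([…], hTERT), dosed 60 min, then exposed to the DSB inducer NCS for 30 min.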
An asterisk follows results filed as active; u = inconclusive; x = not tested or not shown; & = joins results of further samples; [ ] = remark or other dose. Unless noted, calls come from the whole dose curve; as a rule, active = well fitted curve in the direction sought with a large enough effect; inconclusive = small, poorly fitted or top-dose-only effect, or another doubt; inactive = no such curve, though single readings can be large; an effect the other way counts as inactive or inconclusive.

SMILES	GALK inhibitor	Coupling enz	Tb PFK inh	MLL CXXC-DNA inh	Giardia kill	TCR act	hERG WT inh	BCR signal inh	TSHR antagonist	A-T KAP1 phos
CCC(C)[C@H]1CNC(=O)C(=O)N1CCCc1cc(OC)c(OC)c(OC)c1 (stereo partly drawn)	-2%	0	-2%	u	1	7%	4	0%	3	-36%
O=C(C[n+]1ccc2ccccc2c1)c1cccc2ccccc12	5%	0	-3%	20%	4	10%	-12	u	-7	-5%
COC(=O)c1ccc(CNC(=O)Cn2cnc3c(OCc4ccccc4)ncnc32)cc1	x	x	1%	x	5	0%	-1	5%	2	15%
CCc1ccc(N(C(=O)c2snc(C(N)=O)c2N)C(C(=O)NC2CCCC2)c2ccncc2)cc1 (stereo not drawn)	0%	0	3%	-1%	-7	-9%	-8	-5%	-8	6%
CCc1ccc(NC(=O)C(NS(=O)(=O)c2ccc3c(c2)CCN3C(C)=O)C(C)C)cc1 (stereo not drawn)	0%	x	1%	56%[activator]	-3	-4%	-2	4%	13	10%
COc1cccc(NC(=O)CSc2nc3ccccc3nc2N2CCOCC2)c1	x	0	-1%	x	14&-11	-2%	6	u	3	-3%
O=C(Cn1cnc2c(oc3ccccc32)c1=O)c1ccccc1	-3%	14	0%	14%	-16	x	0	u	36	1%
O=C(CSc1nnc(Cc2cccs2)n1CCc1ccccc1)N1CCCc2ccccc21	0%	-1	-5%	7%	0	0%	7	u	16	-2%
COCCn1c(=NC(=O)c2cccs2)sc2cc(NC(C)=O)ccc21	0%	1	2%	2%	-28	6%[46.1 µM]	-7	3%	-1	10%
Cc1nn(CC(=O)Nc2ccc(Cl)cc2)c(=O)c2cc(-c3ccccc3)nn12	5%	x	0%	5%	2	-7%	-9	-1%	18	10%
O=C(Nc1ccccc1N1CCN(C(=O)c2ccc(Cl)cc2)CC1)c1cccc([N+](=O)[O-])c1	-3%	x	-2%	7%	-1	5%	-123*	3%	23	22%
O=C(Cn1c(=O)n(-c2ccc(F)cc2)c(=O)c2sccc21)c1ccccc1	0%	1	1%	-1%	-13	0%[46.1 µM]	-8	9%	36	5%
CCOc1ccc(/C=C/C(=O)Nc2ccc3[nH]c(=O)[nH]c3c2)cc1	-1%	4	0%	2%	-16	-6%[46.1 µM]	0	12%	2	5%
O=C(O)CCCC(=O)N1CCOCCOCCOCCOCC1	-2%	-3	0%	4%	5	-2%	3	0%	-2	13%
CCOC(=O)c1ccc(NC(=O)CCS(=O)(=O)Cc2ccccc2)cc1	-3%	2	-9%	6%	2	4%	-6	u	23	4%
O=C(c1ccc(Cl)c(S(=O)(=O)N2CCc3ccccc3C2)c1)N1CCN(c2ccccc2)CC1	1%	-1	6%	11%	1	-4%[46.1 µM]	-3	6%	-8	-10%
Cc1nn(-c2cc(C(F)(F)F)ccc2Cl)c2nc(C(F)(F)F)[nH]c(=O)c12	-3%	-14	-11%	-5%	2	10%[46.1 µM]	1	1%	-12	9%
O=C(N1CCCCC1)C1(S(=O)(=O)c2ccccc2)CC=CC1	x	0	0%	2%	36[activator]	0%	-6	9%	4	4%
Cc1c(CC(=O)O)c(=O)oc2cc(OCc3nn[nH]n3)ccc12	-1%	-4	4%	-9%	-3	6%	-1	5%	4	-2%
C/C(=N/NC(=O)CNC(=O)c1cccnc1)c1ccccc1	2%	0	4%	-3%	-17	-6%	-12	-8%	26	12%
CCCN(CCC)CC(O)Cn1c2ccccc2c2ccccc21 (stereo not drawn)	12%	-1	-1%	9%	-19	x	20	0%	-3	6%
Clc1ccc(C[n+]2cc(-c3ccc(Cl)cc3)n3c2CCC3)cc1	8%	-1	-18%	1%	-3	10%	1	u	6	7%
COC(=O)c1ccc(OCC(=O)c2cccc(OC)c2)cc1	-4%	1	0%	-8%	-20	3%[46.1 µM]	-13	u	5	-3%
CC1=CC(C)(C)N(C(=O)CSc2nnc(-c3ccc(C)cc3)o2)c2ccc(C)cc21	-2%	-2	2%	-1%	6	-2%	-16	-3%	-16	3%
Cc1ccc(NC(=O)CCNC(=O)c2ccco2)cc1	1%	4	0%	4%	-1	-2%[46.1 µM]	-7	2%	9	4%
Cn1c(=O)c2c(=O)cc(N)[nH]c2n(C)c1=O	0%	-1	-2%	5%	12	-1%	6	-10%	1	-9%
CC(=O)Nc1ccc(OCc2nnc(-c3ccccc3)o2)cc1	0%	0	0%	0%	0	-2%	2	u	-8	4%
Cc1cccc(/C=N/NC(=O)C(C)Nc2cccc3ccccc23)n1 (stereo not drawn)	-2%	-20	-5%	-6%	7	-20%	-6	5%	-1	2%
COCCNC(=O)c1cc2c(-c3ccccc3F)nn(C)c2s1	-3%	-1	0%	-11%	-9	5%[46.1 µM]	11	u	-12	3%
CC1(C)CC2(CCO1)OC(=O)CC2C(=O)NCc1ccccc1 (stereo not drawn)	-1%	0	-1%	-2%	7	5%	-6	1%	-7	-3%
COc1ccc(OCC(=O)N2CCCC2=O)c([N+](=O)[O-])c1	-1%	x	0%	26%	40[activator]	-13%	-9	5%	2	12%
Cc1c(C(=O)N/N=C/c2ccccc2)[nH]c2ccc(Cl)cc12	0%	3	4%	4%	11	-7%[46.1 µM]	-5	-25%	6	-5%
CCc1cc(CNC(=O)CC2C(=O)NCCN2Cc2cccc(OC)c2)on1 (stereo not drawn)	-2%	-5	5%	-6%	7	2%	-3	-22%	-3	-1%
Cc1cc(C)c2c(n1)nn1c(N3CCN(Cc4ccccc4)CC3)cc(C)nc21	1%	0	0%	31%[activator]	32[activator]	-5%	4	1%	-6	4%
CCOc1ccc(N(C)C(=O)CCc2nnc3ccc(N4CCOCC4)nn23)cc1	0%	2	2%	14%	10	-3%	4	3%	14	-3%
CCCCN(CC)CCNC(=O)c1nn(-c2ccc(OC)cc2)c(=O)c2c1c1ccccc1n2C	5%	3	1%	4%	-2	-4%	4	-2%	-5	-1%
C=CCNC(=O)C1CC(=O)N(c2ccc(C)cc2)C1 (stereo not drawn)	1%	7	2%	-5%	15	-1%	-5	11%	13	17%
CC(C)c1ccccc1NC(=O)Cn1c(-c2ccccc2Cl)nc2ccccc21	-4%	-3	2%	8%	6	0%[46.1 µM]	-9	6%	-8	10%
CCOC(=O)CN1C(=O)N[C@H](c2ccc(Br)cc2)C(C(C)=O)=C1C	x	-1	-4%	6%	6	2%	-3	11%	22	-9%
CN(CCc1ccccn1)C(=O)CC1C(=O)NCCN1Cc1ccc(-c2ccccc2)cc1 (stereo not drawn)	1%	-19	-3%	-1%	-6	-5%	4	-7%	-5	2%
O=c1cc(O)c2sc3nc(-c4ccccc4)cc(C(F)(F)F)c3c2[nH]1	0%	-2	-5%	-5%	37[activator]	8%[46.1 µM]	-5	u	-2	14%
Nc1c(C(=O)c2ccccc2)sc(Nc2ccccc2)c1S(=O)(=O)c1ccccc1	-2%	0	1%	9%	-2	1%[46.1 µM]	-11	2%	7	-2%
CC1CCCN(CCCNC(=O)c2coc3nc4ccccc4nc23)C1 (stereo not drawn)	3%	-1	-8%	u	u	-2%	-21	u	1	10%
O=C(COC(=O)c1ccccc1Cl)Nc1cccnc1Cl	x	x	1%	x	25	-4%	-7	u	15	-6%
CC1(C)CC2(CCO1)OC(=O)CC2C(=O)Nc1ccc(Cl)cc1[N+](=O)[O-] (stereo not drawn)	-2%	0	-1%	-17%	17	-5%	0	u	33	3%
O=C(COC(=O)c1ccc(S(=O)(=O)N2CCCCCC2)cc1)NCc1ccc(Cl)cc1	x	x	0%	x	-11	3%	7	u	10	1%
C/C(=C\C(=O)c1ccncc1)Nc1ccccc1O	-2%	0	-1%	-9%	2	4%	-11	u	-24	-3%
CCC(C)NC(=O)c1ccc(CS(=O)(=O)Cc2ccc(Cl)cc2)o1 (stereo not drawn)	-2%	-1	-1%	2%	-3	6%	3	-1%	-4	1%
COC(=O)c1ccc(/C=N\NC(=O)CC(=O)NCCc2ccccc2)cc1	-2%	0	5%	-1%	1	-1%	-5	3%	-8	3%
COc1ccccc1CC(=O)Nc1ccc2c(c1)C(=O)NC2=O	1%	-2	u	-24%	-8	1%	-24	u	3	1%
Cc1nc(N)sc1-c1csc(Nc2cccc(O)c2)n1	-2%	-20	2%	-3%	-2	x	7	u	-2	4%
O=C(CN(CC1CCCO1)C(=O)CNS(=O)(=O)c1ccccc1)NCc1ccco1 (stereo not drawn)	4%	0	-21%	-10%	-2	-1%	-9	0%	15	-2%

Some values from the results shown.
Cc1nc(N)sc1-c1csc(Nc2cccc(O)c2)n1 – TSHR antagonist: -2
O=C(COC(=O)c1ccc(S(=O)(=O)N2CCCCCC2)cc1)NCc1ccc(Cl)cc1 – Tb PFK inh: 0%
